Screening results deposited in PubChem by National Center for Advancing Translational Sciences (NCATS).
HepG2 viability: counter-screen for TGF-b inhibitors: cytotoxicity in HepG2 cells; HepG2 CAGA-GFP viability, ATP luminescence, 18 h; Potency, µM (top dose mostly 46.1 µM), without a hit: top-dose activity change, negative = cytotoxicity, actives largely listed as cytotoxic; AID 588856; 410,000 compounds, 0.76% hits; also: potency is read from the fitted curve at half-maximal effect; some results filed as inactive show a strong effect at the top dose
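HepG2 CAGA-GFP cells (1000/well, DMEM with 1% FBS) received compound, then TGF-beta at 500 pg/mL final, and were incubated 18 hours at 37 degrees C. Viability was read by CellTiter-Glo luminescence. Media-only wells were set as complete cell-killing and DMSO as no toxicity.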
ATXN2 expr inh: ATXN2 expression inhibition | HEK-293 ATXN2-luciferase reporter, luminescence, 24 h | Potency, µM (series often up to 57 µM), inactives show at the highest dose activity change, negative = inhibition, usual class: inhibitors | 360,000 compounds, 0.72% hits; also: potency is read from the fitted curve at half-maximal effect; % is scaled to controls: 0 for no effect and ±100 for the full control effect; nearly all actives have a fitted effect of over 55% in size
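qHTS (up to 57 uM final) was run with 24 h compound exposure of reporter cells at 37 °C. Each well was multiplexed: SteadyGlo luminescence measured ATXN2-luciferase expression after a fluorogenic Gly-Phe-AFC viability readout (25 uM final).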
IL2 activator: activates IL-2 in a cell-based reporter assay | IL-2 activation reporter assay, cell-based qHTS; stimulated with anti-CD3/CD4/CD28 beads; in transgenic mouse T cells | activation, % (series mostly up to about 46 µM) | 360,000 compounds, 0.065% hits | AID 652025; in the data active = activation above about 50%; inconclusive = mostly about 30% to 49%; also: 0% is about no effect
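First, unstimulated transgenic mouse T cells were exposed to compound for 60 min. Next, anti-CD3/anti-CD4-coated beads with anti-CD28 were added. Finally, after 18 h at 37 degrees C, EGFP and DsRed were imaged.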
Nrf2 inh: blocks Nrf2 signaling; A549 ARE-Fluc reporter, luciferase luminescence, 18-24 h; Potency, µM (top dose mostly 46 µM), for the others: at the top dose activity change, negative = inhibition, actives largely listed as inhibitors; 360,000 compounds, 2.1% hits; AID 504444; also: potency is read from the fitted curve at half-maximal effect; % is scaled to controls: 0 for no effect and ±100 for the full control effect; nearly all actives have a fitted effect of over 60% in size
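Two sequential reads on A549 ARE_Fluc cells exposed to compound for 18-24 h: a CellTiter-Fluor fluorescence read for viability, then a luciferase luminescence read for Nrf2/ARE activity.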
EPAC2 ag: activates human EPAC2 exchange factor; EPAC2 activation, biochemical qHTS; response scale: 100% = 6.5 mM cAMP response; 360,000 compounds, 0.079% hits; AID 720711; Potency, µM (doses to about 154 µM), for inactives: at the highest dose activation, usual class: activators; also: potency is read from the fitted curve at half-maximal effect; nearly all actives have a fitted effect of over 50% in size
Target sequence (Q8WZA2 whole entry, looked up): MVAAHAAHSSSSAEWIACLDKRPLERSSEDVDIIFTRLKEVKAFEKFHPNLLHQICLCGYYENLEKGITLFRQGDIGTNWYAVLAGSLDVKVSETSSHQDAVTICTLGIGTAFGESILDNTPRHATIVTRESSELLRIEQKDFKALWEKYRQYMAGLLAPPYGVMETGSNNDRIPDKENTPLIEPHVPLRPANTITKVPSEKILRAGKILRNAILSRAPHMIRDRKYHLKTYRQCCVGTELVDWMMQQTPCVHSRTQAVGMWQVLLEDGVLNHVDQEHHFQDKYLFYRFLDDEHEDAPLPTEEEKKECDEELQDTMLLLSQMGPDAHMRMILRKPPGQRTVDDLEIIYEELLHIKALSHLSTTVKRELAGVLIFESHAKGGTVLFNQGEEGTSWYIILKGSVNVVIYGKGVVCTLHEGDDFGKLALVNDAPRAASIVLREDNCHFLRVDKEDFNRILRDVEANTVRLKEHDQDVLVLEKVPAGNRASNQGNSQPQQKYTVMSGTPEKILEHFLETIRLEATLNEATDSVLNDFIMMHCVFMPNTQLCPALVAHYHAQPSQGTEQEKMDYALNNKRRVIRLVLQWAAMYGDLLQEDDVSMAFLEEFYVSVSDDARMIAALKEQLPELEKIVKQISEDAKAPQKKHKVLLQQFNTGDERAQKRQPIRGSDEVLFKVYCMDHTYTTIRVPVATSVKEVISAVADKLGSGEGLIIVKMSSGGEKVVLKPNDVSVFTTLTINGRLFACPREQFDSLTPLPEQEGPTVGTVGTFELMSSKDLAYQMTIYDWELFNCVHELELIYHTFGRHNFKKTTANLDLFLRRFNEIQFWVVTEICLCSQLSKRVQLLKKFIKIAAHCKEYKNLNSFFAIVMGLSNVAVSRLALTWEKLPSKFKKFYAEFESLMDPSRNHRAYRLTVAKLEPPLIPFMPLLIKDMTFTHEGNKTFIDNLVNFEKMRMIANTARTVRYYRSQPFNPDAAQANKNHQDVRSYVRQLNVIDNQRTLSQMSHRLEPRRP
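Compounds were titrated in qHTS against a Rap1B-BODIPY-GDP (250 nM) complex with EPAC2 (100 nM) and GDP (50 uM). BODIPY-GDP release tracked at 480/540 nm over 30 min at room temperature, normalized to 6.5 mM cAMP.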
S2 tox: reduces viability in counter-screen for ATXN expression inhibitors | Potency, µM (highest dose often 56.7 µM), actives largely listed as cytotoxic | 400,000 compounds, 0.49% hits | S2 cells (HEK-293 line with an ATXN2-luciferase reporter) viability, CellTiter-Fluor protease fluorescence, 24 h | AID 651635; also: potency is read from the fitted curve at half-maximal effect; nearly all actives have a fitted effect of over 40% in size
A549 tox: A549 cytotoxicity, counter-screen for Nrf2 inhibitors. AID 504648. Potency, µM (series often up to 46 µM), inactives show at the top dose activity change, negative = cytotoxicity, most hits filed as inhibitors. 390,000 compounds, 0.16% hits. A549 ARE-Fluc cells, CellTiter-Fluor viability, 18-24 h; also: potency is read from the fitted curve at half-maximal effect; % is scaled to controls: 0 for no effect and ±100 for the full control effect
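Cytotoxicity counterscreen: CellTiter-Fluor fluorescence was measured in A549 ARE_Fluc cells after 18-24 h of compound exposure in a concentration series. The subsequent BugLite luminescent read reports ARE-luciferase activity.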
Nrf2 ARE act: activates Nrf2 signaling. AREc32 ARE-luciferase reporter (MCF7-derived line), luminescence, 24 h. Potency, µM (series often up to 46.1 µM), for inactives: top-dose activation, most hits filed as activators. 410,000 compounds, 0.31% hits. AID 624171; also: potency is read from the fitted curve at half-maximal effect; % of control where 0% means no effect; nearly all actives have a fitted effect of over 65% in size
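Quantitative high-throughput format: AREc32 reporter cells, 1000 per well, received compound by pin transfer and were incubated 24 hr at 37 deg C, 5% CO2, before Steady-Glo luminescence detection.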
TGFb SMAD3 inh: inhibitors of TGF-b signaling | HepG2 CAGA-GFP TGF-b/SMAD3 reporter, GFP fluorescence, 18 h; TGF-beta stimulated, 500 pg/mL final | Potency, µM (titrated, usually from 46.1 µM), inactives show at the top dose activity, negative = inhibition, usual class: inhibitors | 410,000 compounds, 1.2% hits; also: potency is read from the fitted curve at half-maximal effect; % is scaled to controls: 0 for no effect and ±100 for the full control effect; nearly all actives have a fitted effect of over 65% in size
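Inhibition of TGF-beta-driven CAGA-GFP reporter expression in HEPG2 cells is measured by cellular GFP fluorescence after 18 h stimulation with 500 pg/mL recombinant TGF-beta in 1% FBS medium at 37 degrees C.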
Starred values were filed as active, the others as inactive; i = inactive; u = inconclusive; x = no result given; [ ] = dose if it differs, or a comment. Unless noted, calls follow the shape of the dose curve; as a rule, active = well fitted curve in the direction sought with a large enough effect; inconclusive = small, poorly fitted or top-dose-only effect, or another doubt; inactive = no such curve, though single readings can be large; an effect the other way counts as inactive or inconclusive. Compounds were not picked by outcome (roughly 4.3% active in at least one column).

SMILES	HepG2 viability	ATXN2 expr inh	IL2 activator	Nrf2 inh	EPAC2 ag	S2 tox	A549 tox	Nrf2 ARE act	TGFb SMAD3 inh
Cc1cc([N+](=O)[O-])ccc1-c1ccc(/C=N/NC(=O)c2ccc(Br)o2)o1	3%	u	u	u	2%	u	u	2.1%	u
CCOC(=O)NC1(Nc2ccc(C)cc2)Oc2ccccc2O1	-25%	22%	-0.2	u	-2%	u	-9%	2.3%[9.22 µM]	-8%
CCOC(=O)c1c(-c2ccccc2)csc1NC(=O)c1cc(=O)c2ccc(C)cc2o1	2%	-1%	x	u	x	i	0%	0.3%	u
CCOC(=O)CSc1nsc(SCC(=O)OCC)c1C#N	-1%	-7%	-0.8	-1%	13%	i	5%	3.1%	1%
Cc1cccc(OCC2=N/C(=C\N(C)C)C(=O)O2)c1	-9%	13%	0.1	x	-3%	i	2%	1.3%	-3%
CCC(=O)N1CCc2cc(S(=O)(=O)CCC(=O)Nc3ccc(C)cn3)ccc21	-1%	0%	0.5	-5%	9%	i	-5%	-0.4%	-3%
CCN(CC)CCCNC(=O)Cn1c(-c2cccs2)cc2cc(Cl)ccc21	-70%	u	x	9%	x	u	-9%	u	u
COc1ccc(S(=O)(=O)Cc2ccccc2)cc1N	5%	13%	1.6	16%	0%	i	-22%	0.2%	11%
CCOC(=O)C1(CCOc2ccccc2)CCN(Cc2cccc(OC)c2O)CC1	-25%	-27%	-3.4	8%	4%	i	0%	-0.2%	-10%
OCC1(Cc2cccc(C(F)(F)F)c2)CCN(Cc2cc3ccccc3o2)CC1	i	-22%	-3.4	-4%	-2%	i	-8%	0.0%	u
CCOCCCNCc1cc(Cl)cc(Cl)c1OCC	11%	x	0.3	5%	2%	i	10%	0.0%	0%
COc1ccc(Cn2nnnc2CN(CCCN2CCOCC2)Cc2cc3cc(OC)ccc3[nH]c2=O)cc1	-2%	-10%	-2.8	-13%	-11%	i	1%	-0.5%	1%
CCOC(=O)c1ccc(NC(=O)CCc2c(C)nc3c(c(C)nn3C)c2C)cc1	-31%	-16%	x	-3%	x	i	-6%	0.3%	1%
CCc1nc2ccc(C(=O)Nc3ccc(OC)c(OC)c3)cn2c1N(CC)Cc1ccc(OC)c(OC)c1	-33%	-1%	-0.2	x	13%	i	x	4.1%	-5%
CCOC(=O)c1cnc2c(-c3ccccc3)c(C)nn2c1N	-1%	13%	1.9	10%	6%	i	1%	1.9%	-1%
O=C(Cn1cnc2cc([N+](=O)[O-])ccc2c1=O)Nc1cccc(S(=O)(=O)N2CCOCC2)c1	0%	-20%	0.9	-17%	5%	i	-5%	2.7%	0%
N#Cc1cc2cc3c(cc2nc1SCC(=O)N1CCCC1)OCCO3	-34%	28%	0.8	7%	8%	i	6%	-0.5%	2%
Cc1cnc(C(=O)OC(C)C(=O)NCc2ccccc2)cn1 (stereo not drawn)	0%	2%	0.1	3%	-3%	i	5%	0.1%	23%
CCOC(=O)c1nn(-c2ccc(F)cc2)c(=O)c2c(N)scc12	6%	2%	0.7	-5%	-4%	i	-3%	6.8%	18%
O=c1oc2ccc3ccccc3c2cc1-c1nnc(Nc2ccc(F)cc2)s1	-12%	x	x	-12%	x	x	-1%	0.6%	-1%
CC(=O)Nc1ccc(S(=O)(=O)NCCC(=O)OC(C)C(=O)NC2(C#N)CCCCC2)cc1 (stereo not drawn)	-22%	x	0.3	10%	6%	i	0%	-0.5%	-2%
COc1ccc2nc(SCC(=O)NN)cc(C)c2c1	-9%	x	-1.1	-7%	-1%	x	-8%	-0.7%	-4%
CCOC(=O)[C@H]1[C@H]2COc3ccc(Br)cc3[C@@H]2N2C(=O)CN(CC3CCCO3)C(=O)[C@@]12C (stereo partly drawn)	-17%	-9%	4.8	-6%	6%	i	8%	-0.8%	-7%
N#Cc1cnn(Cc2ccccc2)c1N	22%	11%	-1.3	x	3%	i	1%	-1.6%	4%
CCN1CCN(Cc2cc(=O)oc3cc(C)cc(C)c23)CC1	-19%	4%	-1.0	15%	-6%	i	x	0.3%	4%
COc1cccc(/C=C2\Sc3ccc(C(=O)NCC4CCCO4)cc3N(C)C2=O)c1 (stereo not drawn)	-27%	x	-0.1	-7%	19%	i	1%	11%	-18%
CSc1ccccc1C(=O)NCCc1ccc(S(=O)(=O)N2CCCCC2)cc1	-31%	-17%	-2.2	15%	7%	i	2%	-0.5%	0%
CCc1nc(Nc2ccc(F)c(Cl)c2)c2c3c(sc2n1)CCCC3	-5%	0%	x	u	x	i	2%	3.0%	8%
CCNC(=O)C(C)NC(=O)C1=NN(c2ccccc2)C(=O)CC1 (stereo not drawn)	-21%	-7%	0.6	1%	2%	i	10%	-0.6%	4%
COc1ccc(Cl)cc1NC(=O)Cn1c(C)csc1=O	5%	4%	-0.3	4%	5%	i	8%	2.6%	-7%
CN(CC(=O)Nc1ccccc1Cl)C(=O)COC(=O)c1nc(Cl)c(Cl)c(Cl)c1Cl	-28%	u	-3.3	-13%	18%	x	1%	u	-8%
NC(c1ccccc1)c1csc(Nc2ccc(C(=O)NCCCO)cn2)n1 (stereo not drawn)	-11%	5%	0.3	x	1%	i	x	-0.4%	3%
O=C(CSc1ncnc2c1cnn2-c1ccccc1Cl)N1CCN(C(=O)c2ccco2)CC1	-12%	1%	-1.3	15µM*	-3%	i	2%	4.3%	-3%
CCOc1ccccc1N(C(=O)c1snc(C(N)=O)c1N)C(CC)C(=O)NC1CCCC1 (stereo not drawn)	12%	-7%	-2.8	-17%	6%	i	-5%	0.0%	31%[activator]
CC1CCCCC12NC(=O)N(CC(=O)Nc1nccs1)C2=O (stereo not drawn)	13%	5%	0.0	30%	4%	i	1%	0.3%	-7%
Clc1ccc(-c2ccc(CNCC3CCCO3)o2)cc1 (stereo not drawn)	-40%	-18%	-0.6	u	6%	i	-1%	2.1%	-2%
COc1ccccc1C(=O)Nc1ccc(C)cc1C(=O)c1ccccc1	4%	6%	-2.1	7%	17%	i	6%	-0.8%	0%
Cc1cc(S(=O)(=O)Nc2ccc3c(c2)n(C)c(=O)n3C)ccc1F	-18%	19%	0.8	-10%	10%	i	-2%	15%	-1%
CN(C)C(=O)N1CCC(C(=O)NCc2ccc(F)cc2Cl)CC1	0%	1%	1.0	-4%	8%	u	-1%	0.3%	5%
Cc1cc(C)c(C(=O)CSc2nnc(C)s2)c(C)c1	-6%	8%	-2.2	-10%	-2%	i	0%	0.0%	9%

Given as a markdown table: 2 of the compounds above
| SMILES | HepG2 viability | ATXN2 expr inh | IL2 activator | Nrf2 inh | EPAC2 ag | S2 tox | A549 tox | Nrf2 ARE act | TGFb SMAD3 inh |
| --- | --- | --- | --- | --- | --- | --- | --- | --- | --- |
| CC(=O)Nc1ccc(S(=O)(=O)NCCC(=O)OC(C)C(=O)NC2(C#N)CCCCC2)cc1 (stereo not drawn) | -22% | x | 0.3 | 10% | 6% | i | 0% | -0.5% | -2% |
| COc1ccc2nc(SCC(=O)NN)cc(C)c2c1 | -9% | x | -1.1 | -7% | -1% | x | -8% | -0.7% | -4% |

Rewritten with each value named: entries from further up.
> COc1ccccc1C(=O)Nc1ccc(C)cc1C(=O)c1ccccc1
  HepG2 viability = 4%	ATXN2 expr inh = 6%	IL2 activator = -2.1	Nrf2 inh = 7%	EPAC2 ag = 17%	S2 tox = i	A549 tox = 6%	Nrf2 ARE act = -0.8%	TGFb SMAD3 inh = 0%
> Cc1cc(S(=O)(=O)Nc2ccc3c(c2)n(C)c(=O)n3C)ccc1F
  HepG2 viability = -18%	ATXN2 expr inh = 19%	IL2 activator = 0.8	Nrf2 inh = -10%	EPAC2 ag = 10%	S2 tox = i	A549 tox = -2%	Nrf2 ARE act = 15%	TGFb SMAD3 inh = -1%

Carrying on:
SMILES	HepG2 viability	ATXN2 expr inh	IL2 activator	Nrf2 inh	EPAC2 ag	S2 tox	A549 tox	Nrf2 ARE act	TGFb SMAD3 inh
CCOCCCNC(=O)C1CCN(S(=O)(=O)c2ccc(C)cc2)CC1	-3%	0%	0.0	x	7%	i	-1%	0.3%	7%
O=c1c2ccccc2c(-c2ccccc2)nn1Cc1ccccc1	1%	1%	0.3	-11%	17%	i	8%	0.3%	11%
O=C(Cn1ncc2c(=O)oc3ccccc3c21)N1CCN(c2ccccn2)CC1	-24%	-12%	1.6	6%	7%	i	-9%	0.6%	-3%
CC(C)Cc1nnc(NC(=O)c2cccc(S(=O)(=O)N3CCN(C)CC3)c2)s1	-1%	-9%	-2.7	-12%	-1%	i	-3%	0.0%	2%
COCCNC(=O)COC(=O)C1=Cc2ccccc2OC1	-1%	-19%[11.3 µM]	0.6	-3%	1%	i	-1%	-0.6%	-4%
CCO[C@H]1OC(C(=O)N2CCCCCCC2)=C[C@@H](c2csc3ccccc23)[C@@H]1CCCO	0%	u	0.3	-11%	8%	u	-3%	0.8%	-23%
NCCCSC1=NCCCN1	3%	-19%	-1.5	-4%	8%	i	-8%	-0.1%	2%
Clc1ccccc1OCc1nnc2n1CCCCC2	-2%	3%	1.7	-2%	2%	i	-1%	0.0%	-4%
CN(Cc1ccccc1)C(=O)c1nc[nH]c1C(=O)N(C)Cc1ccccc1	-2%	8%	-0.7	1%	2%	i	0%	-0.4%	-19%
CCCCN(C(=O)C(C)Oc1ccc(Cl)cc1)c1c(N)n(CCCC)c(=O)[nH]c1=O (stereo not drawn)	26%	-6%	0.8	8%	3%	i	8%	-0.2%	-4%
